Arr AP2 block – inhibitors of beta-arrestin/AP2 binding, primary screen, biochemical, GPCR trafficking, flow cytometry | FITC-arrestin peptide / GST-AP2 beads; AP2 beta2 appendage carries R879A mutation | inhibition, % at 10 µM | hit rate 0.31% among 340,000 | AID 504490, 2011;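 active = inhibition above a set limit, near 3 SD of compounds lacking own fluorescence, cut at about 54% in these data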;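 also: plate controls were DMSO wells for no effect and 5 µM unlabelled arrestin peptide for full effect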
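System: GST-AP2 R879A glutathione beads; medium: PBS, Tween 20 0.05%, BSA 0.1%; reagent: fluorescein-tagged arrestin peptide at 50 nM final; schedule: pre-incubation 12 min, peptide binding 1 h, room temperature; detection: flow cytometry, FL1 (488/535 nm); read-out: inhibition as reduced fluorescein signal on beads, percent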
Mot1-301 SUMO – yeast Mot1-301 growth rescue at high temperature, primary screen, SUMOylation pathway inhibitor project, S. cerevisiae, ATP luminescence, 38.5C; AID 2716, 2010; growth rescue, % at 18.8 µM; S. cerevisiae Mot1-301 growth rescue; percent above DMSO median, 100 means doubled; hit rate 1% among 320,000;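 active = every valid replicate shows activation above 250% relative to neutral control wells; inactive = the rest, any valid replicate at or below 250%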;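 also: OY570 slx delta 5 strain wells were the positive control but not used for scaling; some compounds called inactive have numbers as strong as hits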
Ecoli viability – E. coli V3065 growth inhibition, primary screen, counter-screen for AddAB inhibitor project, absorbance, OD600; 18 h; inhibition, % at 11.9 µM; hit rate 0.27% among 330,000; AID 449728, 2010;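 active = inhibition above the campaign's mean inhibition across all tested compounds plus 3 SD, cut at about 9.9% in these data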;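 also: uninfected addAB+ strain grown without phage in ampicillin broth; 0% = DMSO wells and 100% = ciprofloxacin 0.95 µg/ml wells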
PKA-R1A activ – activators of PKA-R1A holoenzyme, primary screen, biochemical, fluorescence polarization, Cy5-IP20, bovine R1A, mouse PKAc. PKA-R1A dissociation; scaled: DMSO 0%, 113 µM cGMP 100%. activation, % at 11.4 µM. hit rate 0.083% among 340,000. AID 504707, 2011;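 active = percent activation above the mean of all tested compounds plus 3 SD, cut at about 19% in these data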;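 also: higher means more PKAc released from R1A so a rise in polarization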
PfHsp90 yeast 2 – growth inhibition of PfHsp90-expressing yeast, primary screen, antimalarial PfHsp90 inhibitor project, S. cerevisiae, BacTiter-Glo luminescence, single point, set 2. inhibition, % at 9.4 µM. hit rate 0.32% among 310,000. AID 504621, 2011. BacTiter-Glo ATP, 48 h; yeast lacking PDR1 and PDR3 efflux regulators;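 active = every replicate shows inhibition above about 80%, whatever the replicate mean, limit read from the data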;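 also: 0% = DMSO neutral controls and 100% = 20 µM radicicol positive controls; yeast relying on Plasmodium falciparum Hsp90 in place of its own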
AddAB inh – growth inhibition of E. coli expressing H. pylori AddAB, primary screen, AddAB inhibitor project, absorbance | inhibition, % at 11.9 µM | hit rate 0.29% among 330,000 | AID 435030, 2010; in the data active = inhibition above about 12%;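 also: 0% = vehicle wells of infected cells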
phage Ecoli inh – growth loss of phage-infected E. coli, primary screen, RecBCD inhibitor project, absorbance, with phage, HTS; inhibition, % at 11.9 µM; hit rate 0.26% among 360,000; in the data active = inhibition above about 11%
Tat transport – E. coli Tat export inhibitors, primary screen, MC4100, TorA-mCherry reporter, fluorescence, single point | inhibition, % at 10 µM | hit rate 0.036% among 340,000;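 active = mean replicate inhibition at least 50% and at least half of replicates individually reaching 50%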;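 also: exported cargo escapes ClpAP degradation while cytoplasmic cargo is degraded and loses fluorescence; 0% = median of neutral control wells and 100% = median of NaSCN control wells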
MOR-DOR ag – agonists of OPRM1-OPRD1 heterodimerization, primary screen, cell-based, luminescence | Mu-type opioid receptor (Homo sapiens) + Delta-type opioid receptor (Homo sapiens), … | cells | activation, % at 9.3 µM | hit rate 0.3% among 340,000; in the data active = activation above about 18%;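 also: 0% = vehicle-treated cells and 100% = reference agonist; values of inactives mirror those of a sister screen read the other way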
Pemphigus Ab inh – inhibitors of pemphigus antibody binding to DSG3, primary screen, biochemical, bead-based, flow cytometry, scFv-GFP | Desmoglein-3 (Homo sapiens), P32926 | DSG3-coupled beads, scFv-anti-DSG3-GFP binding; hits give low values | binding (percent of control), % at 10 µM | hit rate 0.48% among 310,000;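 active = binding more than 3 SD below its plate's average and above zero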;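 also: hits lower antibody fragment binding to DSG3; some compounds called inactive have numbers as strong as hits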
Target sequence (P32926 whole entry, looked up, the tested form may be a part): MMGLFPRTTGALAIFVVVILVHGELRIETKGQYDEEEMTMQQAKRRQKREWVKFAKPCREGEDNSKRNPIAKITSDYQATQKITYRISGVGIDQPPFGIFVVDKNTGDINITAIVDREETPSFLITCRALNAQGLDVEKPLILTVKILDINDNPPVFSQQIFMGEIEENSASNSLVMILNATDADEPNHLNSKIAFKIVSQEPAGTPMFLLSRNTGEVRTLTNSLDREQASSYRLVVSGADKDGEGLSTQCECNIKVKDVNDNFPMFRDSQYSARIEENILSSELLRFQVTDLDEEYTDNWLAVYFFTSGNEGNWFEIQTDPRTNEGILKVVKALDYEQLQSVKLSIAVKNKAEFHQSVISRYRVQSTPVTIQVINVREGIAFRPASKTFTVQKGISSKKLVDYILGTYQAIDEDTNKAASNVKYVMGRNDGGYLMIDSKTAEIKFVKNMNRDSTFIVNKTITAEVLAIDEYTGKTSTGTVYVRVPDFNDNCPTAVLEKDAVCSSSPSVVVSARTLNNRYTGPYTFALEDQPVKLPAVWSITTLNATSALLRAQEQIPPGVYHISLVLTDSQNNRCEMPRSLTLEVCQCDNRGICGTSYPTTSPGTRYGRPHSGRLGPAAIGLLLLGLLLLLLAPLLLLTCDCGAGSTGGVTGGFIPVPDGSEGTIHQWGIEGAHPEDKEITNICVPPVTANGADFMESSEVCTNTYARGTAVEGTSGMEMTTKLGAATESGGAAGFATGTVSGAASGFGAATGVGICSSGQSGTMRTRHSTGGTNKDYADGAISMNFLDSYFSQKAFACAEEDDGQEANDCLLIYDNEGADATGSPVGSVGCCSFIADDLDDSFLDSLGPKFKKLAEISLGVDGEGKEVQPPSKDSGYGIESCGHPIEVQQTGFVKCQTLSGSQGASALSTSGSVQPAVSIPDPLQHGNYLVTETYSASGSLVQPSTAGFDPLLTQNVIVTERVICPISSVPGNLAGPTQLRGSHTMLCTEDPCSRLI
MOR-DOR inv ag – inverse agonists of MOR-DOR heterodimerization, primary screen, cell-based, luminescence; hit rate 0.21% among 340,000; inhibition, % at 9.3 µM; Mu-type opioid receptor (Homo sapiens) + Delta-type opioid receptor (Homo sapiens), …; cell-based MOR-DOR heterodimer luminescence, inverse agonism; in the data active = inhibition above about 22%, passing the limit was not always enough;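 also: 0% = cells with DMSO and 100% = wells without cells with DMSO; values of inactives mirror those of a sister screen read the other way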
The depositor's hits bear a star; / = not tested or not shown.

SMILES	Arr AP2 block	Mot1-301 SUMO	Ecoli viability	PKA-R1A activ	PfHsp90 yeast 2	AddAB inh	phage Ecoli inh	Tat transport	MOR-DOR ag	Pemphigus Ab inh	MOR-DOR inv ag
CCN(CC)CCNc1nc2cc(OC)c(OC)cc2c2nc(-c3ccccc3)nn12	6	-6	-4.0	-14	/	-2.1	0.3	-7	0.2	109	-1
CN(Cc1ccccc1)S(=O)(=O)c1ccc(NC(=O)C2CCCCC2C(=O)O)cc1 (stereo unspecified)	8	2	-1.1	0	11	-0.7	1.4	7	-2.0	107	8
O=c1c2ccccc2c(C=Nc2cccc(S(=O)(=O)NC3=NCCCCC3)c2)c(O)n1Cc1ccccc1	39	-21	-2.5	-1	-7	-0.4	2.6	-4	-2.4	94	12
C=CCC[C@H](Cc1ccc(F)cc1)C(=O)OC[C@@H]1CCCN1C(=O)[C@@H](CC=C)CC(=O)NCCO	8	-13	-0.3	3	1	0.9	1.8	5	-0.7	104	4
COc1cc(C(=O)NCC(c2ccco2)N2CCCC2)ccc1OCc1ccccc1 (stereo unspecified)	-5	8	-0.7	1	/	0.8	2.1	-2	-3.5	127	14
Cc1nn(Cc2ccccc2)c(C)c1NC(=O)CCCn1nc([N+](=O)[O-])cc1C	-22	-10	0.6	-8	-28	0.8	-0.2	-2	-2.3	91	12
CNCC(=O)Nc1ccc(OC(F)(F)F)cc1	13	79	-0.1	7	/	3.7	3.7	-1	-1.2	116	6
O=S(=O)(c1cccc(Br)c1)N1CCN(c2ncnc3scc(-c4ccccc4)c23)CC1	-6	/	/	5	5	/	-0.7	-2	-1.7	104	7
CCc1ccc(-c2cc(C(=O)NN3CCOCC3)c3ccccc3n2)s1	18	3	-1.2	-9	-17	-0.2	0.6	-4	-2.5	98	12
COc1ccccc1C(=O)Nc1ccc(C(=O)N2CCCC2)cc1	-4	-7	0.2	-10	-17	-0.9	2.7	-12	-1.2	103	7
COc1ccc(C(C(=O)NC2CCCC2)N(Cc2cccnc2)C(=O)c2snc(C(N)=O)c2N)cc1OC (stereo unspecified)	25	20	1.1	-3	-16	1.0	-0.8	5	-2.3	104	12
COC(=O)c1c(C(=O)OC)c2cc(C(=O)c3ccccc3)ccn2c1Cl	18	5	1.1	-5	-21	0.5	0.9	5	-0.1	98	0
CC(=O)c1cnn(-c2ccc(Cl)cc2)c1C	17	-22	1.3	-14	4	-0.8	4.3	-3	-2.4	108	12
Cn1c(CCN2CCN(c3ccccn3)CC2)nc2cc(NC(=O)COc3ccc([N+](=O)[O-])cc3)ccc21	-1	5	-3.2	9	5	-0.5	1.6	-10	0.4	89	-2
Cc1cc([N+](=O)[O-])ccc1NC(=O)/C=C/c1cccs1	4	-5	0.9	-8	-3	2.7	0.3	4	-0.8	100	6
COc1ccccc1N1CCN(C(=O)Cn2c(=O)oc3cc(S(=O)(=O)N4CCCC4)ccc32)CC1	3	-21	1.2	-1	7	-0.9	3.7	-11	-1.3	103	8
CCN(CC)S(=O)(=O)c1ccc(C(=O)NCC(=O)NCCCc2ccccc2)cc1	20	/	/	-1	7	/	2.0	7	-2.0	102	11
O=C(COC(=O)c1ccc2ncsc2c1)Nc1ccccc1Br	-2	1	-0.2	-9	0	1.4	1.1	-1	-3.8	108	14
C#CCN1Cc2ccccc2Oc2cc(Br)ccc2S1(=O)=O	-6	/	3.0	-3	15	2.3	2.0	-8	0.0	96	1
Cc1ccc(S(=O)(=O)N2[C@@H](c3ccc(C#N)cc3)C(C(=O)O)=C[C@H]2C(C)(C)C)cc1	8	-10	-1.2	3	11	2.4	1.2	-2	-1.0	107	5

As entered above:
PfHsp90 yeast 2 with CCc1ccc(-c2cc(C(=O)NN3CCOCC3)c3ccccc3n2)s1 is entered as -17
AddAB inh with CCN(CC)CCNc1nc2cc(OC)c(OC)cc2c2nc(-c3ccccc3)nn12 is entered as -2.1
Arr AP2 block with C#CCN1Cc2ccccc2Oc2cc(Br)ccc2S1(=O)=O is entered as -6
PKA-R1A activ with O=C(COC(=O)c1ccc2ncsc2c1)Nc1ccccc1Br is entered as -9
Tat transport with Cn1c(CCN2CCN(c3ccccn3)CC2)nc2cc(NC(=O)COc3ccc([N+](=O)[O-])cc3)ccc21 is entered as -10
AddAB inh with CN(Cc1ccccc1)S(=O)(=O)c1ccc(NC(=O)C2CCCCC2C(=O)O)cc1 (stereo unspecified) is entered as -0.7

More entries
SMILES	Arr AP2 block	Mot1-301 SUMO	Ecoli viability	PKA-R1A activ	PfHsp90 yeast 2	AddAB inh	phage Ecoli inh	Tat transport	MOR-DOR ag	Pemphigus Ab inh	MOR-DOR inv ag
CCOC(=O)NC(Nc1ccc(C)cn1)(C(F)(F)F)C(F)(F)F	7	13	-0.4	3	-4	1.4	5.6	-4	0.3	92	-1
CCc1ccccc1NC(=O)C(C#N)Cc1cccnc1 (stereo unspecified)	-2	-6	-1.5	-9	/	2.3	1.9	3	-3.0	100	16
CC(C)(C)[C@H]1COC(=O)[C@H](NC(=O)OCC2c3ccccc3-c3ccccc32)C/C=C\C[C@@H](CC(=O)N(CCO)Cc2ccccc2)C(=O)N1	14	-3	1.2	12	-8	2.0	4.0	-7	-0.2	100	1
CCOC(=O)N1CCN(S(=O)(=O)c2ccc3c(c2)oc(=O)n3C)CC1	4	-3	-1.8	-3	-29	1.0	-0.4	-6	-1.8	96	9
CC1(C)CCCC2=C1CC1C(=O)N(O)C(=O)C1C2 (stereo unspecified)	-3	19	0.4	2	3	1.6	4.5	0	-1.0	103	5
COc1ccc(C=NNC(=S)Nc2ccc(F)cc2)cc1OC	-1	/	/	0	17	/	2.7	8	-1.1	86	6
COCCNC(=O)Nc1ccc2c(c1)N(C)C(=O)CS2	0	-18	0.2	-8	/	0.5	-0.3	-4	1.8	100	-11
CC(=O)C[C@@H](O)CC(=O)[C@H]1OC(=O)CCCCCCc2ccccc21	5	6	-1.8	2	-13	-0.8	0.3	-3	-2.5	101	13
Cc1cc(C(=O)N/N=C/C=C/c2ccc3c(c2)OCO3)n[nH]1	-10	-9	-2.4	-11	31	0.5	2.1	12	-3.3	104	14
CC(=O)NCCCNS(=O)(=O)c1ccc(C)cc1	2	7	0.9	2	-24	5.3	-0.1	-8	-3.1	102	16
O=C(COC(=O)/C=C/c1cccs1)Nc1nc(-c2cccc(Br)c2)cs1	-9	-17	-0.2	-10	-8	3.2	2.2	2	-1.2	87	6
CN(C)/C=C(\C#N)C(N)=C(C#N)C#N	31	-11	-0.7	/	-1	0.2	1.2	-7	/	99	/
O=C(CSc1nnc(-c2ccccc2F)n1C1CCCCC1)N1CCCC1	19	-6	0.3	11	/	-0.3	3.6	-11	-0.2	/	1
O=C(COC(=O)/C=C/c1ccccc1F)Nc1nnc(-c2ccccc2)o1	-1	3	-6.9	-7	/	-2.5	-1.6	0	-3.3	101	17
COc1c(O)cccc1-c1nnn(CCC(=O)OCC(=O)c2ccccc2)n1	-9	-14	-2.7	10	9	0.8	0.5	-1	-0.8	126	4
O=C(CCCOc1ccccc1)Nc1cccc(C(=O)O)c1	0	119	1.0	7	-23	0.4	2.1	-3	-1.2	101	7
CCCCCCCN(c1ccccc1)[C@@H]1C[C@H]2CCCC(=O)N3CC[C@@H](C1)[C@@H]23	-2	/	/	3	3	/	4.4	51*	19*	102	-106
CCCCC(=O)Nc1cccc(NC(=O)c2ccc(Br)cc2)c1	4	-6	-0.2	-3	5	1.4	4.1	-4	-1.5	96	8
CC(=O)c1cccc(S(=O)(=O)N2CCC(C(=O)N(C)Cc3ccc(Cl)s3)CC2)c1	-3	1	0.0	-1	-17	3.2	-1.0	2	0.8	102	-3
CC(C)(C)C1CCC(=O)N(CCOc2ccccc2)CC1 (stereo unspecified)	0	225	-0.2	0	-10	2.8	-0.2	-3	1.1	101	-6

As a working copy, part of the list above:
SMILES	Arr AP2 block	Mot1-301 SUMO	Ecoli viability	PKA-R1A activ	PfHsp90 yeast 2	AddAB inh	phage Ecoli inh	Tat transport	MOR-DOR ag	Pemphigus Ab inh	MOR-DOR inv ag
CCCCC(=O)Nc1cccc(NC(=O)c2ccc(Br)cc2)c1	4	-6	-0.2	-3	5	1.4	4.1	-4	-1.5	96	8
CC(=O)c1cccc(S(=O)(=O)N2CCC(C(=O)N(C)Cc3ccc(Cl)s3)CC2)c1	-3	1	0.0	-1	-17	3.2	-1.0	2	0.8	102	-3
CC(C)(C)C1CCC(=O)N(CCOc2ccccc2)CC1 (stereo unspecified)	0	225	-0.2	0	-10	2.8	-0.2	-3	1.1	101	-6

Next part
SMILES	Arr AP2 block	Mot1-301 SUMO	Ecoli viability	PKA-R1A activ	PfHsp90 yeast 2	AddAB inh	phage Ecoli inh	Tat transport	MOR-DOR ag	Pemphigus Ab inh	MOR-DOR inv ag
Cc1c(NC(=O)C(C)OC(=O)COc2cccc3c2OC(C)(C)C3)c(=O)n(-c2ccccc2)n1C (stereo unspecified)	-5	-4	1.3	-6	10	2.5	2.5	-1	-2.1	97	12
COc1ccc2c(=O)c3c(=O)n(Cc4ccco4)c(-c4ccccc4)nc3oc2c1	16	-13	0.0	-3	/	1.4	3.8	0	-1.4	99	7
Cc1onc(-c2ccccc2Cl)c1C(=O)NCC(=O)O	22	-1	0.7	-7	/	3.1	3.1	-9	-1.3	101	7
O=C(COC(=O)/C=C/c1cccs1)Nc1ccc(F)cc1	4	25	-2.3	6	25	-0.8	-0.2	-2	-2.0	/	8
COc1ccc2nc(N/C(N)=N/C(=S)Nc3ccccc3)nc(C)c2c1	9	6	0.8	-3	-51	1.5	1.7	10	0.3	99	-2
CCc1ccc(C(C)NC(=O)c2ccc3c(c2)OCO3)cc1 (stereo unspecified)	-17	-4	-0.4	-10	-42	0.2	1.1	0	-2.2	/	11
CC(C)(C)OC(=O)N1CCC(NC(=O)c2nc[nH]c2C(=O)N2CCN(c3ccccc3)CC2)CC1	-1	3	-0.1	-11	8	1.8	2.0	-5	-0.8	106	5
O=C(Nn1c(C2CCCCC2)nc2ccccc2c1=O)c1ccc(Cl)c([N+](=O)[O-])c1	12	497	-0.6	-9	8	-0.1	4.3	2	1.9	95	-9
CC[C@@H](C)[C@H](NC(=O)Cc1c(C)c2cc3c(C)coc3c(C)c2oc1=O)C(=O)O	8	-8	4.7	-4	-7	2.4	1.1	6	-0.5	96	2
O=c1c2ccccc2nc2n1CC/C2=C/N1CCN(c2cccc(C(F)(F)F)c2)CC1	28	22	2.0	4	/	2.3	/	15	3.7	96	-22

Bioassay records: PubChem BioAssay, several laboratories
